# TDP1 cell CPT = DT40-hTDP1 cell growth loss with CPT; chicken DT40 Tdp1-/-;hTDP1 cells + 20 nM CPT, ATP luminescence, 48 h; Potency, µM (doses to about 46.2 µM), for inactives: at the highest dose activity change, negative = growth inhibition, most hits filed as inhibitors; 12% of 420,000 active; AID 686979; note: nearly all actives have a fitted effect of over 55% in size
#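 Chicken DT40 Tdp1-/- cells complemented with human TDP1, 400 cells/well, exposed to compounds plus 20 nM camptothecin for at least 48 h at 37 C; viability read as ATP content by CellTiter-Glo luminescence.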
# TDP1 cell noCPT = qHTS for Inhibitors of human tyrosyl-DNA phosphodiesterase 1 (TDP1): qHTS in cells in absence of CPT; Potency, µM (doses to about 46.2 µM), for inactives: at the top dose activity change, negative = growth inhibition, most hits filed as inhibitors; DT40 Tdp1-/- hTDP1 cells, no CPT, ATP luminescence, 48 h; 15% of 420,000 active; note: nearly all actives have a fitted effect of over 55% in size
#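 Chicken DT40 Tdp1-/- cells stably complemented with human TDP1 were seeded at 400 cells/well with DMSO in place of 20 nM camptothecin. After compound pinning, cells grew at least 48 hr at 37 °C; viability read by CellTiter-Glo luminescence.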
# GCN5L2 inh = blocks human GCN5L2 histone acetyltransferase | GCN5L2 HAT assay, ThioGlo1 CoA-SH fluorescence | Q92830 | Potency, µM (series often up to 58.9 µM), for the others: at the top dose activity change, negative = inhibition, hits mostly inhibitors | 0.21% of 390,000 active
# Target sequence (Q92830 whole entry, looked up): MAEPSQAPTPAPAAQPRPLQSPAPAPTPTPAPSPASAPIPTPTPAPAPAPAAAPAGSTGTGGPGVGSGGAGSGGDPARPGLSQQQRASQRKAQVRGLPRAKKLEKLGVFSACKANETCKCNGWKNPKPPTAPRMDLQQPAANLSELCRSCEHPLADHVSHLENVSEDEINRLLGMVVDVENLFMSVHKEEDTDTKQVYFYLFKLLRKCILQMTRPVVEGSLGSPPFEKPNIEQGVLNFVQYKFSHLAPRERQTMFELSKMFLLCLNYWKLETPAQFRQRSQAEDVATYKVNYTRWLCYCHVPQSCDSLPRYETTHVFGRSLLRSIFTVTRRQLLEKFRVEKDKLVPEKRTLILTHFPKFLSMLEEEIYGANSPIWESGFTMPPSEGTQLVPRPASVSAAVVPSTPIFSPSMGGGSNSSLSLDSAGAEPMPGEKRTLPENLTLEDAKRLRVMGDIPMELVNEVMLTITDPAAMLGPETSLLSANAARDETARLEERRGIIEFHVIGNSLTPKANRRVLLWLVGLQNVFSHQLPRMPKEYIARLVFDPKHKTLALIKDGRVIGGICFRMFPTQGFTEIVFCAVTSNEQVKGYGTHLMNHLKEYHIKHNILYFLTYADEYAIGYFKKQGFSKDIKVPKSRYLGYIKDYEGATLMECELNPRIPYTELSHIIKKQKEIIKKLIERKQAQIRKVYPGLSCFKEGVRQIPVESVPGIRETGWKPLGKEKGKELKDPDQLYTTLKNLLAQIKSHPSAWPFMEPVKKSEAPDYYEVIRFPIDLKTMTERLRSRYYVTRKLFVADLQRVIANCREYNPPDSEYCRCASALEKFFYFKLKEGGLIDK
#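 Titration-based screen in which CoA formation is detected via maleimide probe ThioGlo1 (50uM) turning fluorescent on thiol reaction; substrates H3(1-25) 75uM and acetyl-CoA 70uM, GCN5L2 20nM, 20 min incubation at room temperature.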
# * = called active by the depositor; ? = inconclusive; · = no result given; & = joins results of further samples. Calls come from the whole dose curve; as a rule, active = well fitted curve in the direction sought with a large enough effect; inconclusive = small, poorly fitted or top-dose-only effect, or another doubt; inactive = no such curve, though single readings can be large; an effect the other way counts as inactive or inconclusive. % is set by controls: 0 for no effect and ±100 for the full control effect; potency is the fitted concentration of half-maximal effect. Only part of the results is shown. The share of hits here may be higher or lower than overall.
SMILES,TDP1 cell CPT,TDP1 cell noCPT,GCN5L2 inh
CC1(C)Oc2ccc(C(=O)NC3CCCC3)cc2N(CC(=O)NC2CCCCC2)C1=O,-28%,-14%,-2%
Cc1cccc(N2C(=O)C(CC(=O)Nc3ccccc3)N(C3CCCCC3)C2=O)c1 (centres undefined),-21%,?,0%
Cc1cc(C)cc(N(CC(=O)NCc2ccco2)C(=O)CCC(=O)Nc2ccccn2)c1,-14%,-29%,-5%
Cc1ccc(F)cc1NC(=O)CSc1nnc(CNC(=O)c2ccco2)n1C,-19%,-8%,4%
C=CCN(C(=O)Cn1nc(C)n2c(cc3cc(C)ccc32)c1=O)c1ccccc1,?,?,-4%
O=C(/C=C/Nc1ccc(F)cc1)c1ccco1,-14%,-25%,-8%
CCOC(=O)c1cc(C#N)c(SC)nc1C,11%,10%,-1%
COc1ccc(/C=N/NC(=O)c2cccnc2)c(C(=O)O)c1OC,-8%,-24%,-21%
CCN(CC(=O)Nc1cc(Cl)ccc1C)C(=O)c1cc([N+](=O)[O-])ccc1N1CCOCC1,-13%,-20%,-5%
CCOc1c(Cl)cc(CNCC(C)C)cc1OC,-1%,-20%,-9%
Cc1ccc(CSc2ccc(C(=O)N3CCOCC3)cc2[N+](=O)[O-])cc1,-2%,12%,-1%
O=C1CCCc2nc(N3CCCCC3)sc21,11%,6%,-4%
Cc1cccc2sc(NC(=O)C3=NN(c4ccccc4)C(=O)CC3)nc12,-20%,?,-7%
COCCn1c(=O)[nH]c2cc(C(=O)OC)ccc2c1=O,6%,-5%,1%
Cn1c(C(=O)N2COCC2(C)C)cc2c(=O)n3ccccc3nc21,-19%,-23%,-18%
N/C(=N\OC(=O)c1cc(-c2ccccc2)nc2ccccc12)c1ccncc1,?,?,16%
Cc1ccc(NC(=O)CCCN2C(=O)COc3ccc(C)cc32)c(Cl)c1,?,7.3µM*,0%
Cc1ccc(C)c(C(=O)COc2ccc(C)nc2[N+](=O)[O-])c1,7.3µM*,15µM*,-3%
Cc1nc(/C(=N/O)C(N)=O)cs1,-11%,11%,0%
COc1ccc(OCC(=O)N/N=C/C2CC=CCC2)cc1 (centres undefined),5%,15%,-10%
Cc1cccc(N2CCN(c3c4c(nc5nncn35)CCC4)CC2)c1C,-29%,?,-1%
CCCCn1c(N)c(N(CCOC)C(=O)COc2c(C)cccc2C)c(=O)[nH]c1=O,-13%,-11%,1%
CCn1c(CC(=O)Nc2ccc(Cl)cc2)nnc1SCC(=O)N1CCOCC1,12%,-1%,?
CCSc1nnc(NC(=O)Cc2ccc(OC)c(S(=O)(=O)N3CCOCC3)c2)s1,-10%,-4%,14%
COC(=O)c1ccc(Cn2c(C)c(C(=O)NCc3ccco3)sc2=O)o1,-22%,-30%,·
COc1ccc(Nc2nc(C(=O)N3CCc4ccccc4C3)cs2)cc1,?,?,-3%
COc1ccc(-c2cc(=O)[nH]c(=S)[nH]2)cc1,?,0%,2%
CN(Cc1ccccc1)C(=O)COC(=O)c1ccc(Cl)cc1N,10µM*,?,14%
CC(NC(=O)c1ccco1)C(=O)O (centres undefined),5%,-14%,-5%
Cc1ccc(-n2nc(N)c3c(=O)oc(N(C)C)nc32)cc1,-18%,0%,-2%
Cc1nc(SCCO)c2oc3ccccc3c2n1,-13%,-8%,1%
CC1(c2nnc(Cc3ccccc3)o2)CC(c2ccc(OC(F)(F)F)cc2)=NO1 (centres undefined),?,?,-10%
CCCn1c(=O)c(C(=O)c2ccccc2)nc2ccccc21,-5%,-22%,-13%
COc1ccc(N(CC(=O)Nc2ccccc2C(=O)N2CCCC2)S(C)(=O)=O)cc1,19%,5%,-3%
COc1cc(NC(=O)CC[C@H]2O[C@@H](n3cnc4c(NC(=O)c5ccccc5)ncnc43)[C@H](O)[C@@H]2O)cc(OC)c1OC,2%,-10%,·
COc1ccc(C(CC(=O)O)n2cnnn2)cc1 (centres undefined),7%,-7%,-7%
COC(=O)c1ccc(NC(=O)CN(C2CCCCC2)S(C)(=O)=O)cc1,?,-15%,-2%
Cc1ccc(SCCc2cc[n+](CC(=O)c3ccccc3)cc2)cc1,16µM*,16µM*,0%
O=C(Nc1ccc(Br)cc1)c1cccc(NC(=O)C2C3CC4OC(=O)C2C4C3)c1 (centres undefined),-29%,?,-22%
c1ccc(Cn2nnc3c(NCC4CCCO4)nc(C4CC4)nc32)cc1 (centres undefined),?,-16%,-1%
O=C(c1cc2nc(-c3ccccc3)cc(C(F)(F)F)n2n1)N1CCOCC1,-21%,-19%,-4%
O=C(CCN1C(=O)c2ccccc2S1(=O)=O)NCc1ccc(F)cc1,-23%,-19%,2%
COC(=O)/C=C1/S/C(=N/NC(=O)c2ccccc2C)NC1=O,2%,-11%,-5%
CC(C)CN1CC(C(=O)O)CC1=O (centres undefined),-2%,-5%,0%
COc1ccc(CCN2C(=O)CC(Nc3ccc(N4CCOCC4)cc3)C2=O)cc1OC (centres undefined),0%,2.3µM*,·
CC(C)(C)Nc1nc(Nc2ccc([N+](=O)[O-])cc2)nc(NC(C)(C)C)n1,21µM*,21µM*,?
Cc1ccc(NC(=O)CCc2ccc(C)o2)c(Br)c1,1%,10%,-1%
Clc1ccc(/C=C/c2ccncc2)cc1Cl,10%,-18%,·
Cc1cccc(OCC(=O)NCC(=O)N=Nc2c(O)[nH]c3ccc([N+](=O)[O-])cc23)c1,0%,-25%,-3%
COc1ccccc1CN(Cc1ccco1)S(=O)(=O)c1ccc(-n2cnnn2)c(OC)c1,?,?,-6%
COc1ccccc1N(CC(=O)NCCc1ccccc1)C(=O)CCC(=O)Nc1nccs1,27%,?,-7%
COCCN(C(=O)Cc1cccs1)C(C(=O)NCc1ccc(OC)cc1)c1ccc(C(C)C)cc1 (centres undefined),?,?,-7%
O=C1C2=C(c3ccccc31)[N+](=O)[C@@H]1CCCC[C@@H]1N2[O-],?,?,-9%
N#Cc1ncc(-c2ccc3c(c2)OCCOCCOCCOCCOCCO3)nc1C#N,12µM*,13µM*,-7%
COc1cc(C2OC(=O)c3ccccc3S2)cc(OC)c1OC (centres undefined),1%,-20%,-3%
CC(=O)Nc1ccc(NC(=O)CC2(CC(=O)N3CCOCC3)CCCC2)cc1,7%,-21%,-10%
COc1cccc(CC2(CO)CCN(Cc3cn(C)nc3C)CC2)c1,-17%,-6%,4%
Cc1ccc(NC(=S)NC(=O)C2CCC2)cc1C,?,-5%,-29%
Fc1ccc(-c2nc(-c3c[nH]c4ccccc34)cs2)cc1,-30%,-17%,·
CC(C)C(N)c1csc(Nc2ccc(C(F)(F)F)cn2)n1 (centres undefined),21µM*,?,·

# Nothing new here: entries from further up.
SMILES,TDP1 cell CPT,TDP1 cell noCPT,GCN5L2 inh
O=C(Nc1ccc(Br)cc1)c1cccc(NC(=O)C2C3CC4OC(=O)C2C4C3)c1 (centres undefined),-29%,?,-22%
c1ccc(Cn2nnc3c(NCC4CCCO4)nc(C4CC4)nc32)cc1 (centres undefined),?,-16%,-1%
O=C(c1cc2nc(-c3ccccc3)cc(C(F)(F)F)n2n1)N1CCOCC1,-21%,-19%,-4%
O=C(CCN1C(=O)c2ccccc2S1(=O)=O)NCc1ccc(F)cc1,-23%,-19%,2%
COC(=O)/C=C1/S/C(=N/NC(=O)c2ccccc2C)NC1=O,2%,-11%,-5%
CC(C)CN1CC(C(=O)O)CC1=O (centres undefined),-2%,-5%,0%
COc1ccc(CCN2C(=O)CC(Nc3ccc(N4CCOCC4)cc3)C2=O)cc1OC (centres undefined),0%,2.3µM*,·
CC(C)(C)Nc1nc(Nc2ccc([N+](=O)[O-])cc2)nc(NC(C)(C)C)n1,21µM*,21µM*,?
Cc1ccc(NC(=O)CCc2ccc(C)o2)c(Br)c1,1%,10%,-1%
Clc1ccc(/C=C/c2ccncc2)cc1Cl,10%,-18%,·
Cc1cccc(OCC(=O)NCC(=O)N=Nc2c(O)[nH]c3ccc([N+](=O)[O-])cc23)c1,0%,-25%,-3%
COc1ccccc1CN(Cc1ccco1)S(=O)(=O)c1ccc(-n2cnnn2)c(OC)c1,?,?,-6%
COc1ccccc1N(CC(=O)NCCc1ccccc1)C(=O)CCC(=O)Nc1nccs1,27%,?,-7%
COCCN(C(=O)Cc1cccs1)C(C(=O)NCc1ccc(OC)cc1)c1ccc(C(C)C)cc1 (centres undefined),?,?,-7%
O=C1C2=C(c3ccccc31)[N+](=O)[C@@H]1CCCC[C@@H]1N2[O-],?,?,-9%
N#Cc1ncc(-c2ccc3c(c2)OCCOCCOCCOCCOCCO3)nc1C#N,12µM*,13µM*,-7%
COc1cc(C2OC(=O)c3ccccc3S2)cc(OC)c1OC (centres undefined),1%,-20%,-3%
CC(=O)Nc1ccc(NC(=O)CC2(CC(=O)N3CCOCC3)CCCC2)cc1,7%,-21%,-10%
COc1cccc(CC2(CO)CCN(Cc3cn(C)nc3C)CC2)c1,-17%,-6%,4%

# More entries
SMILES,TDP1 cell CPT,TDP1 cell noCPT,GCN5L2 inh
CCOc1ccccc1-c1nc(-c2ccc(NC(=O)c3ccc(Br)o3)cc2)no1,23µM*,?,0%
COc1cc(NC(=O)CN2CCN(S(=O)(=O)c3ccc(C(C)C)cc3)CC2)cc(OC)c1,-28%,?,-11%
O=C(O)CN1C(=O)COc2cc(S(=O)(=O)N3CCCC3)ccc21,-1%,-1%,-4%
CC(=O)Nc1ccc(C(=O)/C=C/c2ccco2)cc1,21µM*,?,5%
CC(=O)Nc1ccc(NC(=O)Cn2cc3c(n2)CCCC3)cc1,5%,-8%,-1%
CCC(C)NC(=O)C1CC(=O)N(CCc2ccc(F)cc2)C1 (centres undefined),0%,2%,2%
COc1c(CC=C(C)C)cc(C2CC(=O)c3c(O)cc(O)cc3O2)cc1CC=C(C)C (centres undefined),?,?,?
CCOc1ccc(CCNC(=O)COC(=O)Cc2ccc(OC)c(OC)c2)cc1OCC,6%,-5%,-3%
CC(Oc1ccc(F)cc1)C(=O)NCC1(N(C)C)CCCCC1 (centres undefined),-3%,1%,-9%
C/C(=N\NC(=O)c1cccnc1)c1ccc(C)c([N+](=O)[O-])c1,-5%,-5%,-8%
CCOC(=O)C1CCC(C(=O)OCC)N1c1ccc(C=O)cc1 (centres undefined),-3%,?,·
CCOc1ccc(NC(=O)CN(C)C(=O)c2cccc(S(=O)(=O)N3CCCC3)c2)cc1OCC,6%,-11%,?
CCOC(=O)c1ccc(NC(=O)CSc2ccc(-c3ccccn3)nn2)cc1,21µM*,18µM*,2%&-4%
COC(=O)c1ccc2nc(Nc3nc4c(F)cc(F)cc4s3)sc2c1,?,16µM*,-8%
COC(=O)c1ccc(S(=O)(=O)N(C2CCCCC2)C2CCCCC2)n1C,?,23µM*,-13%
COC(=O)c1nn(-c2ccccc2)c(Cl)c1/C=N/O,1%,-6%,-3%
CCc1nccn1S(=O)(=O)c1ccc(OC)c(C)c1C,-1%,0%,1%
COc1ccc(C)cc1S(=O)(=O)N(CC(=O)O)c1ccc(F)cc1,-4%,-17%,·
C=CCSc1nc(N)c2c3c(sc2n1)CN(C)CC3,?,?,-4%
CN(C)c1cccc(CNC(=O)c2ccc3nc([C@H]4C[C@H](O)[C@@H](CO)O4)[nH]c3c2)c1,3%,-9%,·
O=C(NCC(=O)N1CCN(c2ccccc2)CC1)c1ccc(Cl)cc1,6%,-9%,1%
O=C(O)C1CSC(c2ccco2)N1 (centres undefined),5%,7%,?
Cc1cccc(NC(=O)CCN2CCN(C)CC2)c1,3%,-7%,-12%
CSc1ncccc1C(=O)NCC12CC3CC(CC(C3)C1)C2,1%,-22%,-1%
CCOC(=O)C(CC)n1nnc2sc(-c3ccccc3)cc2c1=O (centres undefined),26µM*,15µM*,-15%
CC1(C)CC(=O)C2=C(C1)N(c1ncn[nH]1)C(N)=C(C#N)C2c1ccccc1 (centres undefined),-10%,-12%,12%
COc1ccccc1/C=C/c1nc(C#N)c(NC(C)c2ccccc2)o1 (centres undefined),?,16µM*,-9%
Cc1nc2cc(C(=O)OCC(=O)NC3CCS(=O)(=O)C3)ccc2n1-c1ccccc1 (centres undefined),-2%,-13%,-4%
Cc1ccnc(N=O)c1,-13%,-15%,-14%
CC1(C)C(=Cc2ccccc2)C(=O)c2ccccc21,?,?,·
Fc1cccc(NC(=S)NC2CCCCCCC2)c1,23µM*,?,-9%
O=C(Cn1ccc(NC(=O)OCc2ccccc2)nc1=O)NCCCN1CCCC1=O,-8%,-4%,2%
O=C(Nc1ccc(Br)cc1)C1CCCC1,-10%,-11%,-21%
Cc1cc(F)ccc1NC(=O)Cn1nc(N2CCN(c3ccccc3)CC2)ccc1=O,1%,-25%,-8%

# Taken from above.
# Under GCN5L2 inh, `COc1ccccc1/C=C/c1nc(C#N)c(NC(C)c2ccccc2)o1` (centres undefined) is entered as -9%
# Under GCN5L2 inh, `CCOC(=O)C(CC)n1nnc2sc(-c3ccccc3)cc2c1=O` (centres undefined) is entered as -15%
# Under TDP1 cell noCPT, `Cc1nc2cc(C(=O)OCC(=O)NC3CCS(=O)(=O)C3)ccc2n1-c1ccccc1` (centres undefined) is entered as -13%
